Source: PubChem BioAssay
DUSP3 inh = DUSP3 (human) phosphatase inhibition. 0.52% of 290,000 active. recombinant VHR phosphatase, pNPP absorbance. inhibition, % at 13.3 µM; in the data active means inhibition above about 50%; further: some compounds called inactive have numbers as strong as hits
Target sequence (P51452 whole entry, looked up): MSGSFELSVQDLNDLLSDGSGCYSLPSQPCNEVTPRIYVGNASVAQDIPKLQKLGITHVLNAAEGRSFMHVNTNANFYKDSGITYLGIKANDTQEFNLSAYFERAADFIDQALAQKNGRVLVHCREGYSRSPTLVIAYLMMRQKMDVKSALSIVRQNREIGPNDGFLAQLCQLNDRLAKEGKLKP
Anthrax LF prot = anthrax lethal factor protease inhibition. AID 588501. multiplex microsphere protease cleavage assay, LF. inhibition, % at 10 µM. P15917. 0.12% of 360,000 active; in the data active means inhibition above about 30%; inconclusive means no clear call, values can overlap the other calls; further: plate controls were buffer without enzyme for full effect and enzyme alone for no effect
Target sequence (P15917 whole entry, looked up): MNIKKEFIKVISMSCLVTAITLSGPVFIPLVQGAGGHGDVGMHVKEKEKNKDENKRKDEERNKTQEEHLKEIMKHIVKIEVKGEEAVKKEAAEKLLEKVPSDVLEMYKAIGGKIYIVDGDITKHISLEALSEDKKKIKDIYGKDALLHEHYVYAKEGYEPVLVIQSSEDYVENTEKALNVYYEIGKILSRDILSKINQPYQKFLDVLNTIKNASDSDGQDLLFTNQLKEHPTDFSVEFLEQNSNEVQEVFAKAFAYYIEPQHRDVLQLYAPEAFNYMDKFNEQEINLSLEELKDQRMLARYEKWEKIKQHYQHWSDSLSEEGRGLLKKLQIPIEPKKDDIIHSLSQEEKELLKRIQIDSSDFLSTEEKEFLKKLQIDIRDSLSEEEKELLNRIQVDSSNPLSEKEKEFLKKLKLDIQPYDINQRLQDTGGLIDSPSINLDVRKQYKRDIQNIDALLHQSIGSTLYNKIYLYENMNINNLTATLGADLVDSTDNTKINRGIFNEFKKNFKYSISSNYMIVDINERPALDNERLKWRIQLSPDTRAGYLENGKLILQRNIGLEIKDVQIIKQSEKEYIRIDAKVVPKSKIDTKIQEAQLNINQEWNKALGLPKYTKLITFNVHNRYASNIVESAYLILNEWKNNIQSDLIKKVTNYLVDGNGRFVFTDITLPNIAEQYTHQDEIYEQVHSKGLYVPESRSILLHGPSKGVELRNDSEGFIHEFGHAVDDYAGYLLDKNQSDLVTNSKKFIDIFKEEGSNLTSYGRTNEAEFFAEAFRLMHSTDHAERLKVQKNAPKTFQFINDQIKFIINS
MazF activator = MazEF (E. coli) toxin RNase activation; P0AE70; FAM/BHQ RNA-DNA oligo cleavage fluorescence, 5 h; activation, % at 20 µM; 0.32% of 350,000 active; AID 504720; in the data active means activation above about 50%
Target sequence (P0AE70 whole entry, looked up): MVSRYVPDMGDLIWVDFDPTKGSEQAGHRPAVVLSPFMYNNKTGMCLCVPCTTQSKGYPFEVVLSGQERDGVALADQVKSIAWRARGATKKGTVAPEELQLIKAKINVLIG
3CLpro inhibitor = SARS-CoV 3CLpro protease inhibition; recombinant SARS-CoV 3CLpro, quenched FRET peptide cleavage; inhibition, % at 6 µM; 0.14% of 290,000 active; in the data active means inhibition above about 12%
BH1578 lux ind = inducers of Vibrio cholerae quorum light production without autoinducers | V. cholerae BH1578 lux reporter, luminescence, 6 h | activation, % at 18.7 µM | 0.16% of 350,000 active | AID 588436; in the data active means activation mostly above about 9.7%, no sharp cut-off; inconclusive means no clear call, values can overlap the other calls; inactive means mostly below about 3.7%; further: not every result past the cut was called active; inactives centre near 0; reference of the scale not given here
PfHsp40 rescue = compounds rescuing yeast from Plasmodium falciparum HSP40 toxicity; S. cerevisiae expressing PfHsp40, growth rescue, ATP luminescence; growth rescue, % at 12.5 µM; 0.68% of 340,000 active; in the data active means growth rescue above about 28%, passing the limit was not always enough; inconclusive means no clear call, values can overlap the other calls;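 further: yeast W303a lacking pdr1 and pdr3 grown in galactose medium; growth measured after three days at 30 °C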
Rv3671c inh = inhibitors of M. tuberculosis serine protease Rv3671c; P9WHR9; inhibition, % at 5.96 µM; 0.048% of 320,000 active; AID 2606; in the data active means inhibition above about 38%;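 further: extracellular domain of Rv3671c used as enzyme; 0% = enzyme with DMSO and 100% = no enzyme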
Y pestis TopoI = Y. pestis Topo-I inhibition via cleavage products | 0.064% of 360,000 active | AID 504884 | activity, % at 10 µM | Y. pestis Topo-I cleavage product accumulation, plate reader; in the data active means activity above about 50%, passing the limit was not always enough; inconclusive means no clear call, values can overlap the other calls; further: inactives centre near 2
TcdB GH inh = inhibitors of Clostridioides difficile toxin B glycohydrolase; 0.24% of 350,000 active; inhibition, % at 9.99 µM; TcdB glycohydrolase enzymatic assay, plate reader; P18177; in the data active means inhibition above about 10%
PriA SSB inh = inhibitors of Klebsiella pneumoniae PriA binding to SSB C-terminal tail. AlphaScreen SSBct-PriA binding, biotinylated peptide. inhibition, % at 33 µM. AID 1272365. 0.6% of 430,000 active; in the data active means inhibition mostly above about 37%, no sharp cut-off; inactive means mostly below about 20%;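 further: plate controls were negative control peptide for no effect and reference peptide for full effect; strong numbers were not always called active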
* = called active by the depositor; i = inactive; u = inconclusive; x = not tested or not shown; & = joins results of further samples. Not all compounds are listed, so the mix of outcomes need not match the whole.

Preview (3 entries):
SMILES	DUSP3 inh	Anthrax LF prot	MazF activator	3CLpro inhibitor	BH1578 lux ind	PfHsp40 rescue	Rv3671c inh	Y pestis TopoI	TcdB GH inh	PriA SSB inh
O=C(COC(=O)CC1CCCC1)Nc1cc2c(cc1Cl)C(=O)c1ccccc1C2=O	12	-2	-11	5	6.2	u	-3	-2	x	-12
Cc1nn(Cc2ccccc2)c(C)c1CNC(=O)CN=C1NS(=O)(=O)c2ccccc21	x	-1	0	x	i	1.0	x	-10	0.4	-1
CC(=O)NCC(=O)OCC(=O)c1ccc(Br)cc1	3	1	-1	-2	i	0.2	-1	3	x	5

Main list, from the first entry:
SMILES	DUSP3 inh	Anthrax LF prot	MazF activator	3CLpro inhibitor	BH1578 lux ind	PfHsp40 rescue	Rv3671c inh	Y pestis TopoI	TcdB GH inh	PriA SSB inh
O=C(COC(=O)CC1CCCC1)Nc1cc2c(cc1Cl)C(=O)c1ccccc1C2=O	12	-2	-11	5	6.2	u	-3	-2	x	-12
Cc1nn(Cc2ccccc2)c(C)c1CNC(=O)CN=C1NS(=O)(=O)c2ccccc21	x	-1	0	x	i	1.0	x	-10	0.4	-1
CC(=O)NCC(=O)OCC(=O)c1ccc(Br)cc1	3	1	-1	-2	i	0.2	-1	3	x	5
COC(=O)c1cn(NC(=O)Cc2ccccc2OC)c(=O)c2ccccc12	7	-4	-2	-1	-0.2	0.3	-2	6	0.1	-6
CC1=NN(c2nc(-c3ccccc3)cs2)C(=O)C1	-11	-1	-5	2	i	1.0	6	-15	x	3
O=[N+]([O-])c1ccc(N=Nc2c(O)[nH]c3ccc(F)cc23)cc1	-15	4	-24	0	3.2	0.4	-4	-11	0.0	5
CCCCc1nc2sc3c(c2c(=O)n1NC(=O)c1ccco1)CC(C)(C)OC3	-30	-2	-16	0	-3.2	0.0	-11	12	0.9	-4
CCOC(=O)/C=C1\SCC(=O)N1CC(=O)NC(C)C	14	-2	2	-1	0.0	0.1	-4	1	0.5	-12
COCC(C)NC(=O)CSc1nc(-c2ccccc2)c(-c2ccccc2)o1 (stereo not drawn)	6	-2	3	0	i	1.9	-3	35	x	2
CCCCC(CC)CNC(=O)CCCCn1c(=O)[nH]c2ccsc2c1=O (stereo not drawn)	5	-3	7	6	-0.6	-0.2	0	10	0.4	-18
FC(F)(F)c1cnc(-c2cnc(-c3ccncc3)nc2)c(Cl)c1	19	-2	8	-2	i	-0.3	-9	-7	1.3	-18
Cc1ccc(NC(=O)CNc2ccc(N3CCOCC3)cc2)cc1S(=O)(=O)N(C)C	14	2	6	-3	-0.2	-0.5	7	-4	4.1	6
Cc1cccc(NC(=S)N2CCN(Cc3ccccc3)CC2)c1C	18	-3	-3	-2	-0.2	-2.0	2	-2	0.6	-4
COc1ccc(/C=N/NC(=O)c2cc3c(ccc4ccccc43)o2)c(OC)c1	29	-1	-17	-8	i	-0.1	x	-16	0.1	x
Nc1nncn1C(=O)CCCOc1ccccc1	19	-3	3	0	2.6	-2.3	10	5	0.2	-23
CCOc1ccc2nc(SC3CC(=O)N(c4ccccc4)C3=O)sc2c1 (stereo not drawn)	6	-5	-6	-2	2.9	0.5	-1	14	x	-10
COc1cc2cc(CN(C(=O)Nc3ccccc3)C3CCCC3)c(=O)[nH]c2cc1OC	23	3	2	2	i	1.2	-2	0	x	-2
CCOc1ccc(NC(=O)N2CC=C(n3c(=O)[nH]c4ccccc43)CC2)cc1	17	-3	3	-1	x	-0.8	2	23	x	2
CCCC(CCC)=NNc1ccc(S(=O)(=O)Nc2ccccc2OC)cc1[N+](=O)[O-]	-7	-4	0	3	-4.5	-0.4	-2	30	x	41*
O=C1C=CCCC1	x	2	6	x	-0.3	-2.0	2	0	1.0	-11
O=C(NNc1ccccn1)C(=O)NNS(=O)(=O)c1ccc(Cl)cc1	35	0	15	-5	2.0	1.0	0	-2	x	-7
COc1ccc(CCNC(=O)c2ccc(Br)cc2)cc1	24	-15	2	5	0.8	-0.9	x	1	0.6	14&-7
CCOc1nc(C)ccc1-c1noc(-c2ccncc2)n1	35	0	2	-3	-0.3	-0.6	-4	3	x	-1
COc1cccc(C(C(=O)NC2CCCC2)N(C(=O)c2ccco2)c2ccccc2)c1OC (stereo not drawn)	17	1	-23	-2	-0.3	1.1	-7	6	0.4	-3
COc1ccc(CC(=O)N[C@@H]2c3ccccc3CC[C@H]2OCc2ccccc2)cc1	x	-4	1	x	i	-0.2	x	2	0.9	-5
O=C(/C=C/c1cccs1)N1CCC2(CC1)Oc1ccc(F)cc1C(=O)C21CC(c2ccccc2)=NO1 (stereo not drawn)	7	-3	-8	x	i	0.1	-15	10	0.6	-5
CC(=O)Nc1ccc(NC(=O)Cn2cnc3c(nnn3Cc3ccc(F)cc3)c2=O)cc1	2	-1	-24	2	-2.3	10	-9	-2	1.5	-3
OC(CNCc1cccc(Cl)c1)c1ccccc1 (stereo not drawn)	22	-1	2	-2	-0.4	-1.4	-2	2	0.9	-12
O=C(Nc1cccnc1)c1cccc(S(=O)(=O)N2CCOCC2)c1	-4	2	-4	7	-0.2	0.4	0	10	0.9	-9
CC(C)C(=O)NNC(=O)c1csc(-c2cccs2)n1	12	0	9	5	i	-0.8	6	1	1.0	-2

Compound profiles, from the list above. Order of screens: DUSP3 inh | Anthrax LF prot | MazF activator | 3CLpro inhibitor | BH1578 lux ind | PfHsp40 rescue | Rv3671c inh | Y pestis TopoI | TcdB GH inh | PriA SSB inh
Shown for CCOc1nc(C)ccc1-c1noc(-c2ccncc2)n1 = 35 | 0 | 2 | -3 | -0.3 | -0.6 | -4 | 3 | x | -1
Shown for COc1ccc(/C=N/NC(=O)c2cc3c(ccc4ccccc43)o2)c(OC)c1 = 29 | -1 | -17 | -8 | i | -0.1 | x | -16 | 0.1 | x
Shown for CCCCc1nc2sc3c(c2c(=O)n1NC(=O)c1ccco1)CC(C)(C)OC3 = -30 | -2 | -16 | 0 | -3.2 | 0.0 | -11 | 12 | 0.9 | -4

The results go on:
SMILES	DUSP3 inh	Anthrax LF prot	MazF activator	3CLpro inhibitor	BH1578 lux ind	PfHsp40 rescue	Rv3671c inh	Y pestis TopoI	TcdB GH inh	PriA SSB inh
CC(=O)C1=C(C)NC(SCC(=O)c2ccc(F)cc2)=C(C#N)C1c1ccco1 (stereo not drawn)	-5	8	46	3	0.9	4.9	1	20	0.5	-14
C=C(C)C1Cc2c(C)nn(-c3ccccn3)c2C1 (stereo not drawn)	18	2	-2	0	-0.7	-0.5	-5	8	x	-32
Cc1nc(Cc2nnc(SC(C)C(=O)Nc3ccccc3)o2)cs1 (stereo not drawn)	x	-8	8	x	-0.7	x	x	-4	1.1	x
Cc1cc(NC(=O)CSc2ccc3c(c2)OCCO3)no1	13	0	-5	-2	-0.3	-0.9	3	12	x	0
COc1cc(/C=N/n2cnn(Cc3ccccc3Cl)c2=S)cc(OC)c1OC	24	-13	4	-2	0.2	1.8	-1	35	1.4	x
CCOC(=O)CCc1c(C)n[nH]c1C	0	-1	0	1	-0.3	-0.2	-2	-5	0.5	-3
O=c1c(-c2ccc([N+](=O)[O-])cc2)coc2c(O)c(O)ccc12	25	-6	3	-4	-3.7	-1.0	-9	0	-0.3	-5
Cc1ccc(C(=O)/C=C/NNC(=O)c2ccccc2O)cc1	31	-3	-6	8	-0.7	0.9	-5	22	0.2	7
Cc1ccc(CNS(=O)(=O)c2c(C)nc3scc(C)n3c2=O)cc1	22	-3	9	6	i	-1.4	6	-5	0.9	-8
O=C(COC(=O)c1cc(=O)[nH]c(=O)[nH]1)Nc1ccccc1F	x	-5	0	x	-0.8	1.8	7	10	0.1	-19
CCOC(=O)c1nn(-c2cccc(OC)c2)c2nc(Nc3ccccc3)cc(=O)n12	-8	1	-84	3	0.4	-1.0	-20	-7	x	-5
Cc1cc(C)n(Cc2ccccc2Cl)n1	19	-2	6	0	-1.3	-0.4	-1	-2	x	-10
CC(=O)Nc1ccc(NC(=O)c2cc(C3CC3)nc3c2cnn3C(C)C)cc1	x	-3	0	x	-0.7	-2.0	x	2	4.7	-4
CC(C)n1c(SCC(=O)Nc2ccccc2N2CCCCC2)nc2c1c(=O)n(C)c(=O)n2C	2	0	1	4	1.4	-0.7	3	14	x	-3
O=C(c1ccc(OCC2CCCO2)cc1)N1CCc2ccccc2C1 (stereo not drawn)	39	2	1	0	i	-0.6	7	10	-1.5	4
O=C(CN1CCOc2ccccc21)NCc1ccco1	13	-10	-4	-4	-0.9	2.3	13	-1	1.5	-1
O=C(c1ccc2noc(-c3ccccc3)c2c1)N1CCN(c2ccccc2)CC1	x	-4	-3	x	-0.1	0.1	x	29	1.0	19
CCC(=O)Nc1cc(C(=O)OCC(=O)c2ccccc2)ccc1C	-8	0	3	9	-0.1	-0.8	-9	-12	x	4
Cc1ccc(/C=C2/N=C(c3ccccc3)NNC2=O)cc1	1	7	4	-1	0.5	x	2	7	0.4	-14
CSc1ccc(NC(=O)C2(C)CCN2C(=O)c2sccc2C)cc1 (stereo not drawn)	x	-1	x	x	-0.4	x	x	24	0.9	x
CCC(Sc1nc(=O)cc(N)n1-c1ccccc1)C(=O)Nc1cc(C)on1 (stereo not drawn)	12	-5	6	-5	1.5	-1.4	-4	9	x	-6
Cc1cccc2c1=NC(=O)/C(=C/c1c(O)[nH]c(=O)[nH]c1=O)C=2	8	-1	-3	-3	-0.6	0.1	-53	-1	x	x
Cc1cc(-n2c(=O)c(C#N)cc3c(=O)n4cccc(C)c4nc32)no1	-10	-4	4	-6	i	-0.7	-3	0	x	-12
O=C(c1cccc(F)c1)N1CCN(C(=O)c2cc3ncc(Br)cn3n2)CC1	19	-4	1	-3	i	0.3	4	3	x	-7
Clc1ccc(-c2nnc(C3CC3)o2)cc1	16	15	9	0	0.7	0.0	2	2	1.8	-1
CC(C)[C@H](NC(=O)c1ccccc1F)C(=O)NC1CCCCC1	x	4	-9	x	0.1	1.3	4	5	0.3	-4
O=C(CC(Nc1ccc(F)cc1)C(=O)OCC(=O)c1cccs1)c1ccccc1 (stereo not drawn)	18	-2	-6	-2	-2.4	0.4	-2	21	0.6	8
COc1cc(/C=C/C(=O)OCC(=O)NCC2CCCO2)ccc1OCC#N (stereo not drawn)	-14	-5	6	-1	-0.6	-1.3	-4	0	x	5
Clc1ccc(NNc2ccnc3cc(Cl)ccc23)cc1	10	-6	6	-6	i	0.3	0	-1	x	76*
CCNC(=O)c1ccc(OCC(=O)Nc2ccc(F)cc2)c(OC)c1	-15	4	-3	-2	-0.2	-1.2	0	-3	0.0	-1
CCCNC(=O)c1nn2cc(Br)cnc2c1Cl	8	0	-17	2	-0.3	-0.7	6	-3	0.1	-11
CNC(=O)c1csc(-c2ccccc2)n1	37	0	0	-2	-1.4	0.3	-2	0	x	-10
CCOC(=O)c1nnn(-c2ccc([N+](=O)[O-])cc2)c1C	15	-1	3	1	i	-0.1	-5	2	0.9	3
Cc1cc(N)n(-c2ccc(C(=O)O)cc2)n1	18	0	-5	0	-0.2	1.7	5	0	1.1	-3
CN1C(C(=O)NCc2ccco2)CC2Cn3c(nc4cc(Cl)c(Cl)cc43)C21 (stereo not drawn)	-17	-3	-7	x	-0.3	-0.7	-8	5	0.0	-1
COc1ccc(S(=O)(=O)Nc2cc3c4c(c2)CC(=O)N4CCC3)cc1	x	-3	1	x	-1.2	0.6	1	-6	-0.6	6
CCOc1ccc(NC(=O)c2ccc(NC(=O)c3cn4c5c(c(N6CCN(C)CC6)c(F)cc5c3=O)OCC4C)cc2)cc1 (stereo not drawn)	-5	0	-1	3	-2.6	-1.6	-6	-3	x	-3
COc1ccccc1N1CCN(CCCNC(=O)Cn2ncc3c([nH]c4ccccc43)c2=O)CC1	-13	-2	-2	4	-0.4	-0.6	6	1	0.2	8
CCOC(=O)Cn1cc(C(=O)c2ccccc2F)c2ccccc21	13	0	6	0	-1.3	0.0	-4	9	x	-8
COCC(=O)NC1CCN(CC(=O)Nc2ccc(OC)cc2[N+](=O)[O-])CC1	-3	1	2	-5	i	-0.3	-3	3	x	0
COc1ccc(C2CC(O)(C(C)(C)O)NO2)cc1 (stereo not drawn)	8	-1	1	-2	1.7	2.9	9	4	x	-6
